KCNH2 3.1 block: qHTS for Inhibitors of KCHN2 3.1: Mutant qHTS | 340,000 compounds, 0.95% hits | AID 720553, 2013 | Potassium voltage-gated channel subfamily H member 2, brain isoform KCNH2 3.1 (human) | U2OS KCNH2 3.1, thallium flux FluxOr; stronger effect = lower value | activity change, % (tested at about 1.8 µM);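 active means maximum activity change below -70%; inconclusive means maximum activity change from -70% to -50%; inactive means maximum activity change above -50%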;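 further: thallium influx rate constant from kinetic fluorescence after stimulation buffer; on the % scale 0 is the no-effect control and ±100 the full control effect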
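Normalized rate constant (relative to positive and negative DMSO controls) derived from a 2 min kinetic fluorescence read after stimulation; U2OS cells expressing the 3.1 isoform via virus at 1.77 x 10^8 /mL.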
MLL CXXC-DNA inh: qHTS Fluorescence Polarization Assay for Inhibitors of MLL CXXC domain - DNA interaction | Histone-lysine N-methyltransferase 2A (Homo sapiens), Q03164 | MLL-CXXC / FITC-HOXA9 DNA fluorescence polarization | Potency, µM (top dose mostly 115 µM), without a hit: at the top dose activity change, negative = inhibition, usual class: inhibitors | 290,000 compounds, 0.037% hits; active means well fitted inhibition curve with a large enough effect in the polarisation, with a control signal flat, not every such curve was filed as active; inconclusive means small, poorly fitted or top-dose-only effect, or effect the other way, or a change in a side signal; inactive means no such curve, though single readings can be large or run the other way; the % refers to the polarisation; further: potency means the concentration at half of the fitted maximal effect
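Purified MLL-CXXC (added from a 7 uM solution) was preincubated 5 min at ambient with pinned compounds in 50 mM Tris-HCl pH 7.5, 50 mM NaCl, 1 mM DTT, 0.05% BSA. Fluorescein-labeled HOX-A9 DNA (50 nM solution) followed, 30 min, then polarization read.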
Coupling enz: qHTS Assay for Inhibitors of Fructose-1,6-bisphosphate Aldolase from Giardia Lamblia: Coupling assay counterscreen; AID 2472, 2010; activity change, negative = inhibition, % at 58.2 µM, hits read low; coupling enzyme system counterscreen, AmpLite Red fluorescence; 290,000 compounds, 0.67% hits; in the data active means activity change below about -30%; further: on the % scale 0 is the no-effect control and ±100 the full control effect
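Compounds tested against the coupling enzymes alone at 57.5 uM final; readout was AmpLite Red fluorescence (525/598 nm) after 20 min at RT.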
KCNH2 WT inh: qHTS for Inhibitors of KCHN2 3.1: Wildtype qHTS. Voltage-gated inwardly rectifying potassium channel KCNH2 (Homo sapiens), Q12809. activity change, % at 1.84 µM. U2OS, BacMam KCNH2, thallium flux FluxOr; stronger effect = lower value. AID 720551, 2013. 340,000 compounds, 0.37% hits;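 active means maximum activity change below -70%; inconclusive means maximum activity change between -70% and -50%; inactive means maximum activity change above -50%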; further: on the % scale 0 is the no-effect control and ±100 the full control effect
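U2OS cells were transduced with wild-type KCNH2 virus (2.03 x 10^8 / mL) for 4 h at room temperature, then cultured overnight at 37 C. Thallium flux was read with FluxOr dye. Rate constants were normalized to DMSO controls.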
USP2a inh: qHTS Assay for Inhibitors of Ubiquitin-specific Protease USP2a Using CHOP2 as the Reporter. USP2 core, Ub-CHOP2 coupled fluorogenic reporter, 485/531. Potency, µM (titrated, usually from 38.3 µM), for the others: top-dose activity change, negative = inhibition, usual class: inhibitors. AID 463254, 2010. Ubiquitin carboxyl-terminal hydrolase 2 (Homo sapiens), O75604. 330,000 compounds, 0.01% hits;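 further: potency means the concentration at half of the fitted maximal effect; plate controls were DMSO wells for no effect and full inhibition by NEM control for full effect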
Target sequence (O75604 whole entry, looked up): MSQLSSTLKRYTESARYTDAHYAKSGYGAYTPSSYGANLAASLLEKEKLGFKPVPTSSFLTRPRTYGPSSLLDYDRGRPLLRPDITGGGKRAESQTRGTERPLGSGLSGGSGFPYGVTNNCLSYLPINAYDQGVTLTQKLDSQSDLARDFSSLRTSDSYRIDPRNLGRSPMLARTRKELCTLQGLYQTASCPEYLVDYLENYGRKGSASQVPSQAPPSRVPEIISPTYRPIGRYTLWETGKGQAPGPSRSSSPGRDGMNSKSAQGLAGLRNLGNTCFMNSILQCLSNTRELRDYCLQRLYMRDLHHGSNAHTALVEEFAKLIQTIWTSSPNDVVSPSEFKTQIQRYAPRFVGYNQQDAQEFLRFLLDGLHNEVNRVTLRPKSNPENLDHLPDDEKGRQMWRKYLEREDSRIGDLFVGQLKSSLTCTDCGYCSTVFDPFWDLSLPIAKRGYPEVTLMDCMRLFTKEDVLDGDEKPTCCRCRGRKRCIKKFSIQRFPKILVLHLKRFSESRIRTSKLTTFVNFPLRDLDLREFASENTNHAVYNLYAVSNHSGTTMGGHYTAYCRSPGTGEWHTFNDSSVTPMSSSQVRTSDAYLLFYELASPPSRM
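Deubiquitinase activity read as fluorescence (485/531 nm) after Ub-CHOP2 cleavage activates the enterokinase reporter on its substrate; USP2 core 10nM, Ub-CHOP2 and substrate 25nM each, 30min compound preincubation then 60min RT; data normalized to NEM, curves fitted.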
TRPV1 ag: HTS Assay for Compounds that Act as Agonists of the Vanilloid Receptor 1; Transient receptor potential cation channel subfamily V member 1 (Homo sapiens), Q8NER1; TRPV1-expressing cells, Fluo-8 calcium influx, agonist mode; activation, % at 8.33 µM; 320,000 compounds, 0.19% hits; AID 540275, 2011; in the data active means activation above about 80%; inconclusive means between about 30% and that limit; further: 0% is about no effect
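TRPV1-expressing cells were cultured overnight at 35.5C and loaded with Fluo-8 calcium dye for 40 to 90 min at room temperature. After a 10 s baseline, compound was added and calcium influx was read kinetically for 3 min (ex 480/em 520 nm).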
B2AR arrestin: qHTS assay of beta-arrestin-biased ligands of beta2-adrenergic receptor; Beta-2 adrenergic receptor (Homo sapiens), P07550; beta-arrestin recruitment to beta2AR, cell-based reporter; Potency, µM (titrated, usually from 46.1 µM), inactives show top-dose activation, actives largely listed as activators; 330,000 compounds, 0.02% hits;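 further: potency means the concentration at half of the fitted maximal effect; 0% = DMSO controls and full agonism = EC100 isoproterenol or metaproterenol; nearly all actives have a fitted effect of over 65% in size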
Target sequence (P07550 whole entry, looked up): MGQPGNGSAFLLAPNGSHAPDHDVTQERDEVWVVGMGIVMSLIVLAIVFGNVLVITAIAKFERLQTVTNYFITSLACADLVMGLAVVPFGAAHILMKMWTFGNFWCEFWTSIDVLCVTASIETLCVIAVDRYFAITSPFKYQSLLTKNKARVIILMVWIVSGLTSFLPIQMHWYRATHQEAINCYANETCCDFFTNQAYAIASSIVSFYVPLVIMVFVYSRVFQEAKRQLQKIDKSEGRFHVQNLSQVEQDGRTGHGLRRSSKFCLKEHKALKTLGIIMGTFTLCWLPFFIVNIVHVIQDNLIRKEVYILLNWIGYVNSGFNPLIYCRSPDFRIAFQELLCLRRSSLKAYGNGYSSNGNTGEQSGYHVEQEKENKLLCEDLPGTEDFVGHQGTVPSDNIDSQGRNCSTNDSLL
Menin-MLL TR inh: qHTS Assay for Inhibitors Targeting the Menin-MLL Interaction in MLL Related Leukemias: Competition With Texas Red Labeled MLL-derived Mutant Peptide; 270,000 compounds, 0.23% hits; O00255; Menin + Texas Red MLL mutant peptide, fluorescence polarization; Potency, µM (highest dose often 61.6 µM), without a hit: at the highest dose FP activity change, negative = inhibition, usual class: inhibitors; active means well fitted inhibition curve with a large enough effect in the polarisation, with a control signal flat, not every such curve was filed as active; inconclusive means small, poorly fitted or top-dose-only effect, or effect the other way, or a change in a side signal; inactive means no such curve, though single readings can be large or run the other way; the % refers to the polarisation; further: potency means the concentration at half of the fitted maximal effect; % of control where 0% means no effect; many of its hits are not listed in these tables
Giardia kill: Small Molecules that selectively kill Giardia lamblia: qHTS; Giardia lamblia trophozoite viability; activity change, % at 7.66 µM, hits read low; 340,000 compounds, 0.15% hits; in the data active means activity change below about -80%; inconclusive means between about -30% and that limit;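 further: parasites exposed to compound for two days anaerobically before the ATP read; on the % scale 0 is the no-effect control and ±100 the full control effect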
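Killing of trophozoites was scored by loss of ATP luminescence after a 48 hrs anaerobic exposure to compounds at 37 deg C, using 100 cells per well.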
GALK inhibitor: qHTS Assay for Inhibitors of Human Galactokinase (GALK). Purified GALK, Kinase-Glo residual ATP luminescence. 270,000 compounds, 0.007% hits. P51570. Potency, µM (highest dose often 57.5 µM), inactives show at the highest dose activity change, negative = inhibition, hits mostly inhibitors; further: potency means the concentration at half of the fitted maximal effect; on the % scale 0 is the no-effect control and ±100 the full control effect
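5 nM enzyme, 35 uM ATP, 100 uM galactose, 20 mM HEPES pH8.0, 5 mM MgCl2; 1 h RT; residual ATP by Kinase-Glo Plus luminescence, qHTS format.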
PKM2 act: qHTS Assay for Activators of Human Muscle isoform 2 Pyruvate Kinase. purified PKM2, Kinase-Glo ATP luminescence, activation; response scale: 0% is enzyme alone, no compound. AID 1631, 2009. Potency, µM (highest dose often 57.5 µM), without a hit: at the top dose activation, hits mostly activators. Pyruvate kinase PKM (Homo sapiens), P14618. 260,000 compounds, 0.34% hits; further: potency means the concentration at half of the fitted maximal effect; on the % scale 0 is the no-effect control and ±100 the full control effect; nearly all actives have a fitted effect of over 55% in size
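Kinase-Glo luminescence reports ATP generated from ADP (0.1 mM) and PEP (0.5 mM) by purified hPK-M2 after 1 h at room temperature, pH 7.2 imidazole buffer; intermediate enzyme activity allows detecting inhibitors and activators.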
Active calls of the source: *; ? = inconclusive; · = not tested or not shown; & = joins results of further samples; [ ] = remark or other dose. Unless noted, the call rests on the fitted dose curve; in most records, active means well fitted curve in the direction sought with a large enough effect; inconclusive means small, poorly fitted or top-dose-only effect, or another doubt; inactive means no such curve, though single readings can be large; an effect the other way counts as inactive or inconclusive.

SMILES	KCNH2 3.1 block	MLL CXXC-DNA inh	Coupling enz	KCNH2 WT inh	USP2a inh	TRPV1 ag	B2AR arrestin	Menin-MLL TR inh	Giardia kill	GALK inhibitor	PKM2 act
CC(=O)N(NC(N)=O)C(C)CC(=O)C1C(C)C=CCC1(C)C (stereo not given)	4	-5%	2	-1	3%	0	-0.8%	·	15	5%	-5%
CCOC(=O)c1ccc(S(=O)(=O)n2c(CN3CCCCC3)nc3ccccc32)cc1	-37	12%	-1	-3	-1%	14	-0.3%	-11%	-8	1%	0%
O=C(CN1CCOCC1)Nc1c(C(=O)C2CC2)oc2ccccc12	0	-2%	5	·	-1%	5	-0.6%	-24%	56[activator]	0%	-1%
CC1CC=C2C(C#N)=C(N)C(C#N)(C#N)C(c3cccs3)C2C1 (stereo not given)	-3	3%	-7	2	5%	-2	-0.3%	-1%	2	3%	12%
Cc1ccc(S(=O)(=O)N(C)c2ccc(OCC(=O)N3CCCC(C(F)(F)F)C3)cc2)cc1 (stereo not given)	-3	·	·	-26	-4%	-1	-0.1%	·	-10	·	·
O=C(Nc1ccc([N+](=O)[O-])cc1)c1nc[nH]c1C(=O)NC1CCCCC1	0	21%	0	-1	2%	-1	-0.8%	?	-2	-1%	-1%
CC(C)CCNCC1OCc2ccccc2CO1	2	8%	-1	14	2%	5	-0.2%	-1%	-9	1%	-2%
CCN(CC)CCOC(=O)c1c(C)n(C)c2ccc(OC)cc12	4	-4%	-4	3	2%	-3	-0.5%	-3%	8	-1%	1%
CCOc1ccccc1-c1cc(C(=O)N2CCOCC2)c2ccccc2n1	2	-2%	·	1	3%	?	0.0%	·	2	-1%	3%
COc1ccc(C)cc1NS(=O)(=O)c1ccc(NS(=O)(=O)c2ccc(NC(C)=O)cc2)cc1	0	8%	11	-11	0%	-6	-0.4%	?	-1	0%	-13%
C=C(C)c1cccc(C(C)(C)NC(=O)Nc2ccc(C(N)=O)cc2)c1	1	-2%	-5	4	-1%	?	-0.1%	6%	4	12%	-3%
Cc1ccnc2c1NC(=O)c1cccnc1N2C1CC1	-9	1%&1%&2%	-2&2	-4	-2%&4%	1&-1	0.0%&-0.5%	8%&2%&0%	-7	2%&-2%	-4%&-3%
CC1CN(S(=O)(=O)c2ccccc2)CN1C(=O)N1CCOCC1 (stereo not given)	0	17%	2	17	6%	-4	-0.6%	11%	10	6%	-9%
CCOC(=O)c1ccc(Nc2cc(C)nc(-c3ccccc3)n2)cc1	8	12%	-8	3	-7%	-1	0.2%	?	-10	2%	·
COc1ccc(CC(=O)Nc2ccccc2Oc2ccccc2)cc1	·	-14%	2	·	-1%	?	0.1%	4%	·	-2%	1%
Cc1ccccc1C(=O)c1cccn1CC(=O)NCc1ccc(F)cc1	-4	2%	·	8	1%	18	0.1%	·	-14	-3%	·
COc1ccc(-n2nnnc2SCC(=O)NC2CCCC2)cc1OC	3	7%	4	-5	1%	-3	-0.2%	5%	-15	0%	·
CCOc1ccccc1NC(=S)N1CCN(c2ccc(OC)cc2)CC1	-5	-1%	-1	-9	-1%	4	-0.1%	-13%	4	4%	2%[11.5 µM]
O=C(CSc1nnc(-c2cnccn2)n1Cc1ccco1)c1ccc(Cl)cc1	0	-3%	-2	1	-1%	-2	-0.2%	-9%	6	-1%	?
CCCc1nc2c(C)ccc(C)c2c(N)c1CC	7	-3%	1	13	3%	3	-0.3%	-17%	3	0%	-2%
CCc1c(C)sc(NC(=O)CN2CCN(C(=O)c3ccco3)CC2)c1C(=O)OC	-17	1%	·	6	4%	20	-0.3%	·	?	-13%	16%
COc1cc(C(=O)NNC(=O)/C=C/c2ccco2)cc(OC)c1OC	5	·	·	5	1%	·	-0.2%	·	7	·	·
C=CCn1c(SCC(=O)Nc2cc3oc4ccccc4c3cc2OC)nnc1-c1cnccn1	0	3%	-6	-7	1%	-3	0.1%	15%	-4	0%	-9%
Cc1nc2cc(Cl)ccc2c(=O)n1Cc1ccncc1	-19	-1%	3	1	4%	4	-0.8%	8%	1	0%	·
CCOC(=O)c1cc(NCc2cccs2)ccc1N1CCOCC1	-1	7%	-4	5	3%	26	-0.5%	14%	1	-4%	1%
Additional entries:
SMILES	KCNH2 3.1 block	MLL CXXC-DNA inh	Coupling enz	KCNH2 WT inh	USP2a inh	TRPV1 ag	B2AR arrestin	Menin-MLL TR inh	Giardia kill	GALK inhibitor	PKM2 act
COc1ccc(Cl)cc1NC(=O)CN1CCN(S(=O)(=O)N2CCC(C)CC2)CC1	3	-13%	-1	26	-3%	-3	0.2%	1%	17	0%	0%
COc1ccc(N2C(=O)C3CC=C(Cl)CC3C2=O)cc1 (stereo not given)	14	-3%	-4	1	1%	-4	-0.1%	·	-7	-3%	-14%
CCn1cc([N+](=O)[O-])c(C(=O)N2CCOCC2)n1	-29	5%	-2	-3	-1%	0	-0.3%	1%	8	4%	-2%
CCn1nc(C)c(C(=O)Nc2cc(Oc3cc(C)cc(C)c3)cc([N+](=O)[O-])c2)c1C	-16	-8%	0	-4	0%	0	-0.1%	8%	-14	0%	0%
CS(=O)(=O)N1N=C(c2cccs2)CC1c1ccc(Cl)o1 (stereo not given)	0	10%	-2	4	-1%	1	0.0%	-20%	?	-1%	-8%
O=S(=O)(c1ccc(S(=O)(=O)N2CCN(Cc3ccccc3)CC2)cc1)N1CCOCC1	·	9%	1	·	4%	4	-0.2%	5%	·	0%	5%
COc1ccccc1-c1ccc(=O)n(CC(=O)NCc2ccco2)n1	9	3%	-3	2	0%	8	0.5%	-10%	-9	8%	-5%
CCOC(=O)c1ccc(S(=O)(=O)N2CCC(C(=O)OCC)CC2)cc1	-28	14%	3	3	-4%	-2	-0.5%	-10%	-4	-1%	-5%
Cc1cc(C)c(C#N)c(N2CCOCC2)n1	7	4%	1	11	5%	10	0.3%	-7%	-18	-1%	3%
O=S(=O)(c1cccs1)N1CCCc2cccc(O)c21	3	8%	-29	-1	5%	12	0.4%	22%	1	-2%	-7%
CCN(CC)C(=O)c1cc(-c2ccccc2OC)on1	-11	-2%	2	4	1%	26	-0.2%	11%	-19	-2%	-6%
CCN(CC)C(=O)Cn1cnc2sc(C(=O)NCCCN3CCOCC3)c(C)c2c1=O	11	-1%	2	1	1%	-3	-0.2%	3%	1	-2%	·
CC1(C)CC(=O)C(C=NCCN2CCN(C(=S)Nc3ccccc3)CC2)=C(O)C1	-6	2%	3	4	1%	3	-0.4%	0%	-6	2%	-3%
Cc1ccccc1NC(=O)CN1C(=O)S/C(=C\c2ccc(-c3cccc(C(=O)O)c3C)o2)C1=O	19	3%	0	-5	1%	-2	3.8%	2%	33[activator]	-2%	2%
CCc1ccc(N(C(=O)c2csnn2)C(C(=O)NC2CCCCC2)c2ccncc2)cc1 (stereo not given)	-1	-4%	1	1	1%	2	-0.5%	·	7	1%	·
NC(=O)[C@@H]1CCCCNc2c(F)cc([N+](=O)[O-])cc2C(=O)N[C@@H](CC(=O)O)C(=O)NCC(=O)N1	11	-5%	0	3	1%	-8	-1.1%	-16%	7	·	1%
CCN(CC)C(=O)C1=C(C)NC(=S)NC1c1cn(-c2ccccc2)nc1-c1ccc(Cl)cc1 (stereo not given)	-1	1%	·	-10	3%	-1	-0.7%	-24%	-5	-3%	-3%
Cn1c(=O)c2c(nc(Br)n2Cc2ccc3ccccc3c2)n(C)c1=O	-1	-8%	0	-9	2%	1	0.3%	1%	3	2%	-1%
O=C(CN1CCN(C(=O)C2CC2)CC1)Nc1cc(C(F)(F)F)cc(C(F)(F)F)c1	-19	·	·	-5	0%	6	-2.3%	·	-17	·	·
Cn1c(=O)[nH]c(=O)c2c1nc(SCCCO)n2CCCc1ccccc1	-6	13%	-5	-2	0%	2	-1.0%	0%	-23	0%	-1%

The list is partial; count on the stated rates, not on these rows.
